Assay outcomes deposited in PubChem by several laboratories.
SUMO Mot1 rescue: yeast Mot1-301 growth rescue at high temperature, primary screen, SUMOylation pathway inhibitor project, S. cerevisiae, ATP luminescence, 38.5C | S. cerevisiae Mot1-301 growth rescue; percent above DMSO median, 100 means doubled | growth rescue, % at 18.8 µM | 320,000 compounds, 1% hits;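 active = every valid replicate shows activation above 250% relative to neutral control wells; inactive = the rest, any valid replicate at or below 250%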;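 also: OY570 slx delta 5 strain wells were the positive control but not used for scaling; some compounds called inactive have numbers as strong as hits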
PKA-R1A act: activators of PKA-R1A holoenzyme, primary screen, biochemical, fluorescence polarization, Cy5-IP20, bovine R1A, mouse PKAc. PKA-R1A dissociation; scaled: DMSO 0%, 113 µM cGMP 100%. activation, % at 11.4 µM. 340,000 compounds, 0.083% hits;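 active = percent activation above the mean of all tested compounds plus 3 SD, cut at about 19% in these data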;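 also: higher means more PKAc released from R1A so a rise in polarization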
SR-BI DiI inh: inhibitors of SR-BI mediated HDL lipid uptake, primary screen, ldlA[mSR-BI] cells, fluorescence, single point; Scavenger receptor class B member 1 (Mus musculus), Q61009; 320,000 compounds, 0.96% hits; ldlA[mSR-BI] CHO cells, DiI-HDL uptake fluorescence, 3 h; inhibition, % at 12.5 µM;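 active = mean replicate inhibition of at least 70% and a set share of replicates each scoring 70 or more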;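 also: 0% = median of neutral control wells and 100% = median of positive control wells; values of inactives mirror those of a sister screen read the other way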
Target sequence (Q61009 whole entry, looked up): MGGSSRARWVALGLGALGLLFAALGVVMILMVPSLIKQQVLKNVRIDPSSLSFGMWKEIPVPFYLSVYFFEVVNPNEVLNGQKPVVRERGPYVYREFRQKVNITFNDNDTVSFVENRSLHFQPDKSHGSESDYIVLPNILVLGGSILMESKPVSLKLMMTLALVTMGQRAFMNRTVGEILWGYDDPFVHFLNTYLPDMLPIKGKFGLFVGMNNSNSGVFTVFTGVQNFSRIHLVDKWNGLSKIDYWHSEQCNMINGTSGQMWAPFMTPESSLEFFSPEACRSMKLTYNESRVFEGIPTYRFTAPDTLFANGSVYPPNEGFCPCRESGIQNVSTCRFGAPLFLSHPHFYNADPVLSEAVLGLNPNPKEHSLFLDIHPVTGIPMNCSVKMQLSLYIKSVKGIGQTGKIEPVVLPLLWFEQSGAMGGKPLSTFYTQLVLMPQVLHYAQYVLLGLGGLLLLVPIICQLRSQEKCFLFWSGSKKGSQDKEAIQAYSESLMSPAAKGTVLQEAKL
Arr AP2 block: inhibitors of beta-arrestin/AP2 binding, primary screen, biochemical, GPCR trafficking, flow cytometry; inhibition, % at 10 µM; 340,000 compounds, 0.31% hits; FITC-arrestin peptide / GST-AP2 beads; AP2 beta2 appendage carries R879A mutation; AID 504490, 2011; beta-arrestin 1 C-terminal peptide binding to AP2 beta2-adaptin appendage (human);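 active = inhibition above a set limit, near 3 SD of compounds lacking own fluorescence, cut at about 54% in these data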;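 also: plate controls were DMSO wells for no effect and 5 µM unlabelled arrestin peptide for full effect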
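System: GST-AP2 R879A glutathione beads | Also added: FITC-arrestin peptide, 50 nM | Times: 12 min plus 1 h, RT | Signal: Bead flow cytometry, FITC channel | Buffer or medium: PBS with 0.05% Tween 20 and 0.1% BSA | Read-out basis: Percent drop in bead-associated FITC signal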
CDK5 inh: inhibitors of human CDK5/p35 kinase, primary screen, biochemical, single concentration; Recombinant CDK5/p35, ADP-Glo luminescence, 60 min; Cyclin-dependent kinase 5 (Homo sapiens) + Cyclin-dependent kinase 5 activator 1 (Homo …; 330,000 compounds, 0.01% hits; AID 488839, 2010; inhibition, % at 10 µM;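 active = highest replicate inhibition of at least 50% and at least 75% of replicates reaching 50%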;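 also: plate controls were DMSO neutral control for no effect and GW8510 at 10 µM for full effect; many of its hits are not listed in these tables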
MITF TRPM1 HTS: activators of MITF-driven TRPM1 promoter reporter, primary screen, cell-based, SK-MEL-5, luciferase, single point; SK-MEL-5 TRPM1-promoter luciferase, 24 h; % of positive control, neutral wells = 0; activation, % at 12.5 µM; 300,000 compounds, 0.75% hits; AID 588334, 2011;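 active = mean activation of at least 80% with every replicate also reaching 80%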;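 also: 0% = neutral control wells and 100% = parthenolide positive control wells; values of inactives mirror those of a sister screen read the other way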
dFosB act: activators of delta FosB homodimer, primary screen, biochemical, fluorescence polarization, TAMRA-CDK5 oligo, single point | Protein FosB (Mus musculus), P13346 | purified delta FosB; percent of positive-control signal above neutral wells | activation, % at 25 µM | 340,000 compounds, 0.99% hits | AID 493131, 2011;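 active = mean activation above about 17%, with every replicate also reaching it, limit read from the data, passing the limit was not always enough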;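 also: fluorescence polarization rise as delta FosB binds a TAMRA Cdk5 AP-1 oligo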
Target sequence (P13346 whole entry, looked up): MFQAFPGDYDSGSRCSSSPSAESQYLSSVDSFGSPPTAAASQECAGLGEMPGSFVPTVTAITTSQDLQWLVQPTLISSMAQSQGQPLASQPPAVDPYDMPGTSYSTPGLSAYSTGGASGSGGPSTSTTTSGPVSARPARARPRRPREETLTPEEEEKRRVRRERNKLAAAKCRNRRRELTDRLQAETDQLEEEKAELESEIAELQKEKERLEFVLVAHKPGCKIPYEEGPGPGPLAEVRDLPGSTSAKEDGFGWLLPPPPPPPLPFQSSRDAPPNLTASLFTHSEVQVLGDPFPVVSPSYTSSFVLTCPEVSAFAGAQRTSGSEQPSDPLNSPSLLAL
SR-BI DiI-HDL act: activators of SR-BI mediated DiI-HDL uptake, primary screen, ldlA[mSR-BI] CHO cells, DiI fluorescence; 3 h; 100 = double the neutral-control signal; activation, % at 12.5 µM; 320,000 compounds, 0.096% hits;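 active = mean replicate activation of at least 60% and every replicate at or above 60%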;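 also: 0% = median plate neutral-control signal and 100% = twice that signal; values of inactives mirror those of a sister screen read the other way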
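System: LDL receptor-deficient CHO ldlA cells overexpressing murine SR-BI | Timing: 3 h uptake period with compound, 37 °C | Medium: HEPES-buffered (25 mM, pH 7.4) F12 plus 0.5% BSA | Dosing: Single-point compound dose | Signal: Bottom-read fluorescence, 550/595 nm | Read-out: Retained DiI signal reflecting DiI-HDL uptake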
Pemphigus Ab inh: inhibitors of pemphigus antibody binding to DSG3, primary screen, biochemical, bead-based, flow cytometry, scFv-GFP; Desmoglein-3 (Homo sapiens), P32926; binding (percent of control), % at 10 µM; 310,000 compounds, 0.48% hits; DSG3-coupled beads, scFv-anti-DSG3-GFP binding; hits give low values; AID 588358, 2011;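 active = binding more than 3 SD below its plate's average and above zero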;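 also: hits lower antibody fragment binding to DSG3; some compounds called inactive have numbers as strong as hits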
NSD2 inh: NSD2 histone methyltransferase inhibitors, primary screen, biochemical, AlphaScreen, single concentration, set 2. Histone-lysine N-methyltransferase NSD2 (Homo sapiens), O96028. NSD2 peptide methylation, 120 min. inhibition, % at 12.5 µM. 310,000 compounds, 0.54% hits; in the data active = inhibition above about 50%
PKA-R2B activ: activators of PKA-R2B holoenzyme, primary screen, biochemical, fluorescence polarization, Cy5-IP20, human | cAMP-dependent protein kinase catalytic subunit beta (Homo sapiens) + cAMP-dependent … | PKA-R2B holoenzyme dissociation; R2B truncated from residue 108, S112A mutant; 0% DMSO only, 100% 113 µM cGMP | activation, % at 11.4 µM | 340,000 compounds, 0.079% hits;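 active = activation above a cutoff set at the mean over all compounds plus 3 SD, cut at about 18% in these data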;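 also: higher means more holoenzyme dissociation and a rise in polarization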
* = called active by the depositor; . = no result given.

The first two records, ahead of the listing:
structure,dFosB act,Arr AP2 block,PKA-R1A act,NSD2 inh,Pemphigus Ab inh,PKA-R2B activ,MITF TRPM1 HTS,CDK5 inh,SR-BI DiI inh,SR-BI DiI-HDL act,SUMO Mot1 rescue
CC[C@H](C)[C@H](NC(N)=O)C(=O)Nc1ccc(NC(C)=O)cc1,-5,20,-10,-1,99,1,-1,2.4,-6,6,203
COc1ccc(NC(=O)C(=O)N2N=C3CCCCC3C2(O)C(F)(F)F)cc1 (configuration not stated),3,-11,2,-3,95,-8,-1,-0.7,7,-7,-9

All compounds of this part, from the start:
structure,dFosB act,Arr AP2 block,PKA-R1A act,NSD2 inh,Pemphigus Ab inh,PKA-R2B activ,MITF TRPM1 HTS,CDK5 inh,SR-BI DiI inh,SR-BI DiI-HDL act,SUMO Mot1 rescue
CC[C@H](C)[C@H](NC(N)=O)C(=O)Nc1ccc(NC(C)=O)cc1,-5,20,-10,-1,99,1,-1,2.4,-6,6,203
COc1ccc(NC(=O)C(=O)N2N=C3CCCCC3C2(O)C(F)(F)F)cc1 (configuration not stated),3,-11,2,-3,95,-8,-1,-0.7,7,-7,-9
CCCc1cc(=O)[nH]c(/N=C(/NC(=O)C(C)N2C(=O)c3ccccc3C2=O)Nc2ccccc2)n1 (configuration not stated),4,22,0,-1,97,-7,-1,-0.5,0,0,5
Cn1c(CCN2CCOCC2)nc2cc(NC(=O)COc3ccc(Cl)cc3)ccc21,-1,-4,-8,5,.,-8,.,-1.5,16,-16,-21
Cc1cc(O)c2c(c1)CC1C3CCC4CC(=O)CCC4(C)C3CC(=O)C21C (configuration not stated),-6,19,-5,0,99,7,-33,1.7,23,-23,.
C/C=C/C=C(/NC(=O)c1ccccc1)C(=O)Nc1ccccc1,4,-2,2,-2,114,3,2,1.3,5,-5,10
COC(=O)c1c(C)nc2c(c(SC)nn2-c2ccccc2)c1N,-3,-5,-5,-2,104,-6,6,-0.2,43,-43,-21
COc1ccc(C(=O)OCC(=O)Nc2ccc([N+](=O)[O-])cc2OC)c(O)c1,15,8,-2,-2,88,-4,-13,0.5,-9,9,3
O=C(NCc1cccnc1)c1ccc(CN2CCc3ccccc3C2)cc1,-8,3,-3,-2,95,-12,-9,0.1,7,-7,-18
COc1ccc(C(NC(=O)c2c(F)c(F)c(F)c(F)c2F)c2ccccc2)cc1 (configuration not stated),3,-9,-6,-4,103,-4,-37,-2.3,4,-4,27
COc1cc(/C=N/n2c(C3CCCCC3)n[nH]c2=S)cc(Br)c1O,2,16,-4,5,104,-10,-5,1.1,-29,29,21
O=C(Nc1ccc(F)cc1F)c1ccc(COc2c(F)c(F)cc(F)c2F)o1,1,12,-2,0,107,7,-10,0.3,-6,6,635
CC1=C(C#N)C(c2cccnc2)C2=C(N1)c1ccccc1C2=O (configuration not stated),-2,-9,2,12,105,7,-9,0.0,-23,23,-9
O=c1[nH]cnc2c1ncn2-c1ccc(N(CCO)CCO)cc1,4,43,-4,1,98,-13,1,1.2,-14,14,.
COc1ccc(C(=O)Nc2ccc(S(=O)(=O)N3CCCCC3C)cc2)c(OC)c1OC (configuration not stated),-4,0,-2,-2,120,-2,4,0.8,56,-56,-13
COC(=O)C1CCC(=O)N1C(c1ccc(OC)cc1)c1cc(OC)c(OC)c(OC)c1 (configuration not stated),-13,-4,7,-1,92,-11,.,1.0,16,-16,.
CC(C)NC(=O)CC(=O)NN=C1CCCCC1,7,2,8,-1,99,2,3,-0.9,-14,14,12
COc1ccc(OC2C(=O)N(c3cc(C)ccc3C)C2c2ccc(OC)c(OC)c2)cc1 (configuration not stated),0,1,-2,13,100,6,-8,-0.9,.,.,46
O=C(NCc1ccc(F)cc1)C(c1ccc(Cl)cc1)N(C(=O)c1csnn1)C1CC1 (configuration not stated),-10,-34,-21,2,94,-6,4,0.6,4,-4,24
COc1cc(NC(=O)COC(=O)/C=C/c2ccccc2Cl)cc(OC)c1,-2,4,-10,3,102,-3,-10,-0.7,-8,8,1
CCN(CC(=O)Nc1ccc2c(c1)OCCO2)Cc1cc(=O)oc2cc(C)c(C)cc12,-9,-4,1,-2,97,5,-6,0.0,-16,16,-18
Cc1ccc2cccc(S(=O)(=O)n3nc(C)cc3C)c2n1,0,-8,-3,-1,99,-10,-2,-1.1,-18,18,-15
O=C(NCCN1CCOCC1)c1ccc(CS(=O)(=O)c2ccc(Br)cc2)o1,1,14,13,.,106,-6,-3,0.5,-9,9,13
CC1(C)Cc2cccc(OCC(=O)OCC(=O)NCc3ccccc3)c2O1,-7,12,2,-2,109,-4,-7,0.1,-43,43,-19
NCCCC[C@@H]1NC(=O)[C@H](CCC(=O)O)NC(=O)c2cc([N+](=O)[O-])cc(I)c2NCC[C@@H](C(N)=O)NC1=O,-4,7,-2,.,99,1,-7,-0.3,-39,39,265
Cc1ccccc1N(C(=O)c1ccccn1)C(C(=O)NCc1ccccc1)c1cccnc1 (configuration not stated),5,1,9,0,102,1,-4,0.9,8,-8,-6
Cc1ccc(N2CCN(S(=O)(=O)c3c(C)noc3C)CC2C)cc1 (configuration not stated),-6,9,-4,3,.,5,-4,-2.8,56,-56,-14
CSc1ccc(CCNS(=O)(=O)c2csc(C(N)=O)c2)cc1,-2,-4,-13,0,100,-6,-6,-1.2,-13,13,1
Cc1cccc(C)c1NC(=O)CSc1nc(-c2ccco2)cc(C(F)(F)F)n1,-2,3,-5,-1,86,-7,-7,-0.1,15,-15,2
CCOc1c(C=C(C#N)C#N)c2ccccc2n1CC,-6,-16,-15,9,103,-7,-1,-1.1,39,-39,-10
Cc1cccc(/C=N\NC(=O)c2sccc2-n2cccc2)c1,-8,40,-9,1,.,-2,17,0.0,19,-19,689
CCCCN=C(N)/C(C(=O)OCC)=C(\O)c1ccc(OC)cc1,-9,16,0,-1,97,1,5,0.5,5,-5,2
O=C(Cn1cc(COc2cccc([N+](=O)[O-])c2)nn1)c1ccc(O)cc1,-14,35,-4,.,104,3,10,1.0,-3,3,.
COc1ccc(NC(=O)N(C)C[C@H]2Oc3c(NS(=O)(=O)c4ccc(OC)cc4)cccc3C(=O)N([C@H](C)CO)C[C@@H]2C)cc1,1,8,-10,.,103,-1,-6,0.9,26,-26,-5
CCc1cc([N+](=O)[O-])cc(CC)c1N,-4,2,-12,-1,107,5,.,-0.5,-4,4,5
CCCCN(C)CCn1c(=S)[nH]c2cc(OCC)c(OCC)cc2c1=O,3,23,-13,9,117,-5,-21,-1.2,-13,13,-13
CCC(=O)NC(Cc1ccccc1)c1nc2ccccc2[nH]1 (configuration not stated),3,-2,9,1,98,8,-4,-0.2,-13,13,-13
O=C(/C=C/c1ccccc1)N(Cc1cccs1)C1CCS(=O)(=O)C1 (configuration not stated),-8,10,4,-3,96,4,.,0.9,-3,3,20
COC(=O)C1=C(C)Nc2sc(C(N)=O)c(N)c2C1c1ccncc1 (configuration not stated),2,16,-20,-1,96,3,3,-0.2,-12,12,4
Cc1cc(=O)oc2c1c(C)nn2-c1ccc(Cl)cc1,-8,-1,7,0,105,-3,-20,0.2,20,-20,-10
O=C(Nc1ccc(Cl)cc1)C(c1ccccc1)N1CCOCC1 (configuration not stated),-4,-9,1,.,100,-14,-3,0.4,-41,41,-11
COc1ccc(C(=O)Nc2ccccc2)cc1S(=O)(=O)NCc1ccco1,1,25,-12,12,.,3,-10,-0.3,.,.,-4
COC(=O)C1=C(C)OC(N)=C(C#N)C1c1cccnc1 (configuration not stated),-11,7,-8,1,108,-10,-10,0.9,2,-2,-21
COc1cccc(C(=O)Nc2ccc3c(c2)C(=O)N(CC2CCCO2)C3=O)c1 (configuration not stated),-3,-11,-2,-6,109,-12,21,1.3,45,-45,-1
CC(=O)Nc1cccc(NC(=O)CCNC(=O)c2ccccc2)c1,1,14,-7,-1,88,-3,-6,3.4,6,-6,20
C=CCOC(=O)Nc1c(C(=O)OC)[nH]c2ccccc12,2,-3,-5,2,.,-6,-17,2.5,17,-17,95
CCOC(=O)C1(CCCc2ccccc2)CCN(C(=O)CCc2cnn(C)c2)CC1,-5,9,1,0,99,-3,11,-2.0,23,-23,300
Cc1cc(C)n2ncc(C(=O)NC3CCCCC3)c2n1,-8,2,-20,-4,93,-2,-6,-2.3,-13,13,-4
Cc1ccc(CONC(=O)c2ccc(OC(F)F)cc2)cc1,0,30,-10,.,115,5,48,0.0,-15,15,.
Cc1noc(C)c1NC(=O)N(C)C[C@H]1Oc2ccc(NC(=O)NC(C)C)cc2C(=O)N([C@H](C)CO)C[C@@H]1C,-5,6,-5,.,103,-6,-2,0.8,-16,16,7
Cc1nn(-c2ccccc2)c(C)c1C(=O)OCc1ccc(C#N)cc1,-24,-11,2,0,100,2,17,0.4,18,-18,174
COc1ccc(NC(=O)C2CCC(C(C)(C)C)CC2)cc1S(=O)(=O)N1CCCCC1 (configuration not stated),-9,12,-3,-3,.,-4,5,-0.3,1,-1,-4
Cc1ccc(OCc2cc(C(=O)N3CCC(Oc4cccnc4)CC3)no2)cc1C,-17,-6,4,-2,.,6,13,2.5,-10,10,42
